# Source: PubChem (National Center for Advancing Translational Sciences (NCATS))
# GPT2 inh = inhibitors of human GPT2 alanine aminotransferase. Q8TD30. Recombinant GPT2, coupled pyruvate oxidase/HRP Amplex Red fluorescence. Potency, µM (doses to about 57.7 µM), for inactives: at the top dose activity change, negative = inhibition, most hits filed as inhibitors. 100,000 tested, 0.25% active. AID 1671188; also: potency is read from the fitted curve at half-maximal effect; nearly all actives have a fitted effect of over 60% in size; many of its hits are not listed in these tables
# Target sequence (Q8TD30 whole entry, looked up): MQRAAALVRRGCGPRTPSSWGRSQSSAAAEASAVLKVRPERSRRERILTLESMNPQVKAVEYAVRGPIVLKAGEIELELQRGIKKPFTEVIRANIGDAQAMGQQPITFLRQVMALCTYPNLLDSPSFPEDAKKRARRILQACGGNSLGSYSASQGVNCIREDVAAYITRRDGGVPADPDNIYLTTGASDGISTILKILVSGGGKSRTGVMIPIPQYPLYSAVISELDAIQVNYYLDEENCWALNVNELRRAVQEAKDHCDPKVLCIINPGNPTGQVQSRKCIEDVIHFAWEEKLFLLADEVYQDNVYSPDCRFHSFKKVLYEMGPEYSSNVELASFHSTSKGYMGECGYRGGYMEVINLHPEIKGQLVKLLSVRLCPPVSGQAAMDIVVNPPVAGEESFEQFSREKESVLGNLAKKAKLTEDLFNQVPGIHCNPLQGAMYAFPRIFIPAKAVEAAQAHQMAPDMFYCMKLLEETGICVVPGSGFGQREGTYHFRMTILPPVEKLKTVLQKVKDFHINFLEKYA
#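 Inhibition is scored from Amplex Red fluorescence generated when pyruvate oxidase and HRP act on pyruvate released by GPT2. Reactions contain 10ng/uL enzyme, 250uM a-KG and 2mM L-alanine and run 30 min at room temperature.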
# IP6K1 inh = IP6K1 kinase inhibition; activity change, % (series mostly up to about 58 µM); 140,000 tested, 0.81% active; IP6K1 kinase, ADP-Glo luminescence, 2 h; stronger effect = lower value; in the data active = activity change below about -25%
# Target sequence (Q92551 whole entry, looked up): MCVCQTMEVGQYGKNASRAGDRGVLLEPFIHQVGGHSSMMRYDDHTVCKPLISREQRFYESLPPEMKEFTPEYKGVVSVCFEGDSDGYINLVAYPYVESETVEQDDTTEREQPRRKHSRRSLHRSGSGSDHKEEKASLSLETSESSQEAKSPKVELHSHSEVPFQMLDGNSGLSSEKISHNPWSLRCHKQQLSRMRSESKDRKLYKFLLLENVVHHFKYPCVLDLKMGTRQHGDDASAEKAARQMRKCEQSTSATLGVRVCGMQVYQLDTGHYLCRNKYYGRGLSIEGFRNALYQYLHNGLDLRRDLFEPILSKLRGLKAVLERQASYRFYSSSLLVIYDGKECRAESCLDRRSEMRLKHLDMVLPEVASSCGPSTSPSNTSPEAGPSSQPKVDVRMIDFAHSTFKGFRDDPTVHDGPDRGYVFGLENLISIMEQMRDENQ
#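 ADP-Glo luminescence measures ADP made by human IP6K1 during a 2 h RT reaction with ATP/IP6 (mix at 1.3 mM/130 uM); top library doses 57.5 and 19.1 uM final.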
# SNCA expr inhib = SNCA gene expression inhibition | AID 1671194 | Potency, µM (doses to about 57.2 µM), for inactives: top-dose activity change, negative = inhibition, actives largely listed as inhibitors | 140,000 tested, 0.17% active | HEK-293 SNCA-luciferase knock-in, luminescence, 24 h;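 also: potency is read from the fitted curve at half-maximal effect; plate controls were DMSO cells for no effect and cell-free wells for full effect; nearly all actives have a fitted effect of over 45% in size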
# HEK293 viab = reduces viability of HEK-293 SNCA reporter cells; Potency, µM (highest dose often 57.1 µM), for inactives: top-dose activity change, negative = cytotoxicity, hits mostly cytotoxic; HEK-293-SNCA-luc viability, GF-AFC fluorescence, 24 h; 150,000 tested, 0.12% active; AID 1671193;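 also: potency is read from the fitted curve at half-maximal effect; 0% = DMSO-treated cells and -100% = medium-only wells without cells; nearly all actives have a fitted effect of over 30% in size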
#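 HEK-293-SNCA-luc cells (1500/well) plated 24 h, then exposed 24 h to a dilution series; GF-AFC added 30 min at 37C, fluorescence 405/540 nm; normalised to medium-only and DMSO wells, Hill fit.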
# Luciferase inh = inhibitors of firefly (Photinus pyralis) luciferase. Potency, µM (titrated, usually from 115 µM), for the others: top-dose activity change, negative = inhibition, actives largely listed as inhibitors. 76,000 tested, 2.5% active. purified P. pyralis luciferase, luminescence, biochemical. P08659; also: potency is read from the fitted curve at half-maximal effect; nearly all actives have a fitted effect of over 65% in size
#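 Purified P. pyralis luciferase (10nM final) in 50mM Tris acetate pH 7.5, 10mM Mg acetate, 0.01% Tween-20, 0.05% BSA with 10uM D-luciferin and 10uM ATP. Compounds titrated qHTS. Luminescence imaged on CCD.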
# 3T3 cytotox = NIH 3T3 cell cytotoxicity; NIH 3T3 viability, CellTiter-Glo ATP luminescence, 48-72 h; Potency, µM (doses to about 96.7 µM), for the others: top-dose activity change, negative = cytotoxicity, usual class: inhibitors; 94,000 tested, 4.3% active; AID 1345082; also: potency is read from the fitted curve at half-maximal effect; nearly all actives have a fitted effect of over 55% in size
#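 First NIH 3T3 cells are plated at 400 cells/well; next compound is pinned in; then plates incubate 48 or 72 hr at 37 °C; finally CellTiter-Glo is added and luminescence read after 10 min.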
# HEK293 tox = HEK 293 cell cytotoxicity; 94,000 tested, 6.6% active; Potency, µM (series often up to 115 µM), for inactives: at the top dose activity change, negative = cytotoxicity, most hits filed as inhibitors; HEK 293 viability, ATP luminescence (CellTiter-Glo), 48-72 h; AID 1345083; also: potency is read from the fitted curve at half-maximal effect; nearly all actives have a fitted effect of over 60% in size
#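 qHTS cytotoxicity; HEK 293, 250 cells/well; compound pinned; 48 or 72 hr, 37 degree Celsius, 5% CO2, 95% humidity; CellTiter-Glo, 10 min RT; luminescence (ATP).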
# * hit, by the source's call; i = inactive; ? = inconclusive; . = not tested or not shown; & = joins results of further samples; [ ] = remark or other dose. Unless noted, calls follow the shape of the dose curve; as a rule, active = well fitted curve in the direction sought with a large enough effect; inconclusive = small, poorly fitted or top-dose-only effect, or another doubt; inactive = no such curve, though single readings can be large; an effect the other way counts as inactive or inconclusive. Unless noted, % is scaled to controls: 0 for no effect and ±100 for the full control effect. An excerpt; rates above refer to the full screens.
# Value order – GPT2 inh, IP6K1 inh, SNCA expr inhib, HEK293 viab, Luciferase inh, 3T3 cytotox, HEK293 tox
> CCc1ocnc1C(=O)N1CC[C@@](O)(C2CCOCC2)[C@H](C)C1
→ i, 3.0, 16.0%, 0.9%, 6.0%, i, -1.5%
> CNC(=O)c1noc([C@@H]2CC(F)(F)CN2C(=O)CC(C)C)n1
→ i, 28.4, 2.0%, 3.8%, 5.9%, -2.5%, -19.6%
> Cc1ccc(C)c(Cn2c(=O)cc(C(F)(F)F)c3c(C)nn(C)c32)c1
→ ., -5.6, ?, -5.7%, ., ., .
> N#Cc1ccc(O[C@@H]2CCOC[C@H]2NC(=O)C2(N3CCCC3)CCCC2)cc1
→ 0.8%, -2.1, -13.5%, ?, 4.1%, -2.0%, -9.1%
> CC(=O)N1CCOc2cc(S(=O)(=O)NCc3ccc(C)cc3)c(Cl)cc21
→ ., -1.7, -14.7%, 2.3%, ., ., .
> CSc1cccc(NC(=O)Cn2c(N3CCc4ccccc4C3)nc(C)cc2=O)c1
→ 3.3%, -1.0, 0.0%, -27.9%, 8.0%, ?, ?
> CCOc1ccc(-c2cc3c(=O)n(CCNC(=O)c4ccoc4)ccn3n2)cc1
→ i, -5.0, 78.7%[activator], -1.3%, 20µM*, -24.7%, 44.7µM*
> O=C(CCCN1C(=O)c2cccnc2Oc2ccc(Cl)cc21)NCc1ccccc1F
→ ., 10.1, -8.1%, ?, ., ., .
> NS(=O)(=O)c1ccc(C(=O)N2C[C@@H](CN3CCCCC3)[C@@H](CO)C2)cc1
→ -7.7%, -5.6, 11.2%, -3.3%, 0.9%, i, -4.4%
> C#CCNC(=O)C1CCCN1C(=O)c1cccc(-c2cccnc2)c1 (stereo unspecified)
→ ., -3.3, ., ., ., -19.6%, -0.6%
> CC1(CO)CCCC2(C)C1C(OC(=O)c1ccccc1)CC1C(=O)OCC12O (stereo unspecified)
→ -5.0%[27.3 µM], -5.1, ., -6.3%, ., ., .
> O=C([C@@H]1C[C@H](Oc2cccnc2)CN1C(=O)c1cc2ccccc2[nH]1)N1CCCC1
→ i, 5.3, 155.4%[activator], ?, -25.9%, -29.2%, 1.4%
> CC(=O)Nc1ccc(NC(=O)CN2C(=O)NC3(CCC(C(C)(C)C)CC3)C2=O)cc1 (stereo unspecified)
→ i, 7.0, ?, -3.9%, 0.0%, ?, ?
> COc1ccccc1N1CCN([C@H]2[C@@H]3OC[C@@H](O3)[C@@H](NC(=O)Nc3ccccc3)[C@@H]2O)CC1
→ -9.5%, 4.2, -17.4%, 5.2%, -3.9%, -14.2%, -26.6%
> O=C1CO[C@H]2CN(Cc3ccccc3)C[C@H]2N1Cc1cccc(C(F)(F)F)c1
→ -12.0%[88.5 µM], -8.8, -23.1%[87.6 µM], -4.4%[87.6 µM], 1.6%[172 µM], ?, ?
> COc1cccc(CNC(=O)c2cc3cc(C)ccc3n2C)c1
→ ., 0.0, 23.8%, -8.5%, ., ., .
> CC(C)c1ccc(NC(=O)Cn2c3ncccc3c(=O)n2-c2ccccc2)cc1
→ ., -9.6, 1.9%, 4.8%, ., ., .
> O=C(NCC1(O)CCCNCC1)c1ccc(-n2cnnc2)cc1 (stereo unspecified)
→ 2.4%, -1.6, -8.1%, -2.0%, 4.3%, i, i
> CCC(=O)N1C[C@@H](Oc2ccccc2)C[C@@H]1C(=O)N1CCOCC1
→ i, 11.4, -10.5%, -2.4%, 1.7%, i, i
> Cc1cccc(OCC(=O)N2CCC(n3cc(-c4nc(C(C)C)no4)nn3)C2)c1 (stereo unspecified)
→ i, 13.9, 8.4%, 7.3%, -1.8%, -7.7%, -3.8%
> COc1cccc(CNS(=O)(=O)c2ccc3c(c2)CCN3C(=O)C2CCC2)c1
→ ., 21.9, -22.7%, 4.1%, ., ., .
> Cn1c(=O)[nH]cc(CC(=O)N2C[C@@H](C(=O)O)[C@H](c3ccncc3)C2)c1=O
→ 1.0%, -3.6, -9.1%, 6.7%, -0.1%, -13.6%, ?
> COc1cccc(-c2n[nH]c3c2CC(=O)N(CC2CCOCC2)C3)c1OC
→ 2.6%[88.5 µM], 21.4, 1.6%[87.6 µM], 3.5%[87.6 µM], -3.8%[172 µM], ?, -1.9%[172 µM]
> COc1cccc(OC(=O)CSc2nnc(-c3ccccc3OC)o2)c1
→ ., -19.1, ?, 15.3%, ., ., .
> Cc1ccc(C(=O)NC2CCN(c3cc(-c4ccccc4)[nH]n3)C2)s1 (stereo unspecified)
→ ?, 20.2, -18.1%, -1.3%, 0.1%, -33.3%, -28.2%
> CCCn1nc(C)cc1CN(C)Cc1ccc(=O)n(CC)c1
→ -19.0%, 4.2, 22.9%, -15.4%, -11.6%, -19.3%, -9.6%
> Cc1cc(S(=O)(=O)N2CCC(Oc3ncccc3C(=O)N3CCOCC3)C2)ccc1F (stereo unspecified)
→ i, 18.4, 3.8%, 6.1%, 2.9%, -7.5%, -1.6%
> CC1(C)O[C@@H]2C[C@H]3[C@@H]4C[C@H](F)C5=CC(=O)C=C[C@]5(C)[C@H]4[C@@H](O)C[C@]3(C)[C@]2(C(=O)CO)O1
→ -16.7%, -17.6, 129.2%[activator][25.6 µM], 64.1%[23.9 µM], ., ., .
> Cc1ccc(CC(=O)N2CCCN(c3cc(-c4ccc(C)c(C)c4)[nH]n3)CC2)cc1
→ ?, 2.6, ?, -11.8%, -14.2%, 31.6µM*, 31.6µM*
> CCc1ccccc1Nc1nn2c(=O)c3ccc(C(=O)Nc4ccc(OC)cc4)cc3nc2s1
→ ., -4.3, -24.9%, -14.9%, ., ., .
> COc1cccc2c1C(=O)c1c(O)c3c(c(O)c1C2=O)C[C@@](O)(C(=O)CO)C[C@@H]3O[C@H]1C[C@H](N)[C@@H](O)[C@H](C)O1
→ ?, ., ?, ?, ., ., .
> CCN(CC)C(=O)C(NC(=O)c1cccc(C)c1)C1CCN(C(=O)c2ccccc2C)CC1 (stereo unspecified)
→ 1.0%, 5.6, -6.1%, 2.4%, -6.2%, -12.5%, i
> CNC(=O)c1cc(C)nc2onc(C3CCN(C(=O)c4cccnc4)C3)c12 (stereo unspecified)
→ ., -11.4, ., ., ., -4.8%, 2.7%
> CCC(C)NC(=O)C1CCCN(Cc2cccc(-c3ccsc3)c2)C1 (stereo unspecified)
→ ., 7.0, ., ., ., ?, 44.7µM*
> O=C1CCN(c2ccccc2C(=O)N[C@@H]2CCOC[C@H]2OCCO)C(=O)N1
→ -2.1%, 0.0, -27.1%, 3.5%, 0.6%, -1.3%, -18.4%
> CC(=O)NCCC(=O)N1Cc2ccccc2CC2(CCN(Cc3cccnc3)CC2)C1
→ i, 0.3, 18.1%, 2.3%, ., i, 2.9%
> Cc1ccccc1Nc1c(-c2ccc(N3CCOCC3)cc2)nc2ccc(Br)cn12
→ ., -0.9, 1.1%, ?, ., ., .
> Cc1cc(C(=O)N[C@H](C)c2onc(-c3ccc(F)cc3)c2C(=O)O)no1
→ -4.1%[88.5 µM], 20.9, 32.8%[activator][87.6 µM], 3.9%[87.6 µM], -2.1%[172 µM], i, i
> COc1ccc(CNC(=O)c2cc3c(=O)[nH]c(C)cn3n2)c(OC)c1
→ i, 24.5, 15.1%, 1.4%, ?, -14.3%, -19.7%
> CS(=O)(=O)NC[C@H]1OC[C@@H](NC2CCC(F)(F)CC2)[C@@H]1O
→ -6.0%[88.5 µM], -7.9, 16.5%[87.6 µM], 1.7%[87.6 µM], 1.5%[172 µM], -1.3%[174 µM], 1.7%[172 µM]
> CCOC(=O)c1c(C)[nH]c(C)c1S(=O)(=O)N1CCCC(C(=O)Nc2ccc(OC)c(OC)c2)C1 (stereo unspecified)
→ ., 5.8, -1.5%, 6.7%, ., ., .
> CC(=O)c1c(OCCN2CCCCC2)c(OCCC(C)c2ccc(F)cc2)c2oc(C)nc2c1C (stereo unspecified)
→ i, 1.9, ., -24.7%, ., ., .
> COc1cccc(S(=O)(=O)N2CCN(Cc3ccc4c(c3)OCO4)CC2)c1
→ ., 7.3, 21.5%, 7.6%, ., ., .
> O=C(NCc1ccc2c(c1)CCN2C(=O)c1ccncc1)c1ccccc1Br
→ ., -2.1, -15.8%, 2.6%, ., ., .
> CCCc1noc(-c2ccn3c(CNC(=O)c4ccc5ccccc5n4)nnc3c2)n1
→ i, 7.0, -13.3%, 3.4%, -15.4%, -19.9%, -6.0%
> COc1ccc(NC(=O)Cn2c(=O)n(-c3cc(C)cc(C)c3)c(=O)c3oc4ccccc4c32)cc1OC
→ ., -3.7, -24.1%, ?, ., ., .
> O=C1COc2ccc(-c3ccccc3)nc2CN1Cc1ccc(F)cc1
→ -8.3%[88.5 µM], 0.9, -29.9%[87.6 µM], -0.8%[87.6 µM], 10.2%[172 µM], ?, ?
> Cc1cc(CN(C)C(=O)CC(c2ccccc2)c2ccccc2C)n[nH]1 (stereo unspecified)
→ -1.3%, -11.4, -20.8%, -27.7%, 8.0%, -22.2%, ?
> Cc1noc(-c2ccn3c(CNC(=O)COc4ccc(F)cc4)nnc3c2)n1
→ i, 3.6, -5.0%, -10.9%, 17.0%, 1.0%, i
> CN(C)S(=O)(=O)N1CCCCCCNC(=O)[C@@H]2CCC[C@@H]21
→ 2.6%, -1.5, -10.9%, -3.9%, -0.7%, 2.3%, i
> O=C1CCN(C(=O)C2CCN(C(=O)C3CCOCC3)CC2)CCCCCCN1
→ 4.7%, -3.2, 17.1%, 3.0%, 2.0%, -0.1%, -1.1%
> O=C1NCCCCCCN(S(=O)(=O)c2ccccc2)[C@H]2C[C@H](c3nc(-c4cccnc4)no3)C[C@@H]12
→ -8.3%, 13.9, -5.4%, 1.8%, -13.3%, -22.6%, -4.2%
> O=C(O)Cn1ccc2cc(S(=O)(=O)N3CCCCCC3)ccc21
→ ., 22.0, -16.3%, 15.6%, ., ., .
> COc1ccc(Cn2nc(C3CC3)nc2-c2c(F)cccc2Cl)cc1
→ ?, 13.1, 8.7%, -1.9%, -1.6%, ?, ?
> Cc1cnc(CC2CCCN(C(=O)CCc3c[nH]c4ccccc34)C2)n1C(C)C (stereo unspecified)
→ 3.6%, -0.9, 188.3%[activator], 1.1%, 14.1µM*, -25.3%, ?
> CCC(=O)N1N=C(c2ccc(OC)cc2)CC1c1cn(-c2ccccc2)nc1-c1cccs1 (stereo unspecified)
→ ., -10.5, ?, 21.2%, ., ., .
> COc1ccc(C)cc1NC(=O)N1CCCC(Cn2c(C3CC3)nc3cccnc32)C1 (stereo unspecified)
→ 4.7%, -8.6, 19.2%, -21.8%, -9.2%, ?, ?
> O=C(c1cccc(Cl)c1)N1CCCC2(Cc3ccccc3NC2=O)C1 (stereo unspecified)
→ i, 14.5, -3.1%, -7.4%, 0.6%, -22.2%, -10.2%
> CCCNC(=O)CC1COc2ccc(C(=O)NCCOC)cc2N1C (stereo unspecified)
→ 2.7%, 17.5, -18.3%, -13.8%, -4.1%, -10.9%, -19.9%
> O=[S+]([O-])(c1cccnc1)c1nnn2c1nc(N1CCCCC1)c1ccccc12
→ -2.7%, -0.4&-1.9, 11.5%&-3.6%, 6.5%&-10.3%, ., ?, ?
